Assay outcomes deposited in PubChem BioAssay by several laboratories.
FXIa inh – blocks human coagulation factor XIa protease activity; P03951; inhibition, % at 5 µM; actives 0.14% (n = 220,000); purified FXIa, Boc-Glu-Ala-Arg-AMC fluorogenic substrate;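 active means inhibition of at least 40%; inactive means inhibition below 40%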;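 further: fluorescence of freed AMC excited at 355 nm; 0% = enzyme without compound and 100% = no enzyme blank; many of its hits are not listed in these tables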
Runt-CBFb FRET – blocks binding of human RUNX1 Runt domain to CBFb; Q01196+Q13951; inhibition, % at 20 µM; actives 0.46% (n = 220,000); Cerulean-Runt/Venus-CBFb FRET ratio 530/480, 1 h;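 active means inhibition over about 50% at 20 µM in the single-dose screen, limit read from the data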;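 further: 0% = DMSO wells and 100% = excess unlabeled CBFb competitor control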
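System: Cerulean-labeled Runt domain protein | Quantity: 100 nM of each labeled protein | Schedule: 1 h compound exposure, room temperature | Detection: Fluorescence energy transfer, 422 nm excitation, 530/480 nm emission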
Hck-Nef inh – inhibitors of human Hck kinase activated by Nef; P08631; Recombinant Hck-YEEI plus Nef, Z-Lyte FRET kinase assay; inhibition, % at 20 µM; actives 0.68% (n = 220,000);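 active means Hck-Nef kinase inhibition above about 50%, limit read from the data; inactive means inhibition below that limit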;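 further: 0% = DMSO with Hck plus Nef and 100% = Hck alone without Nef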
Target sequence (P08631 whole entry, looked up): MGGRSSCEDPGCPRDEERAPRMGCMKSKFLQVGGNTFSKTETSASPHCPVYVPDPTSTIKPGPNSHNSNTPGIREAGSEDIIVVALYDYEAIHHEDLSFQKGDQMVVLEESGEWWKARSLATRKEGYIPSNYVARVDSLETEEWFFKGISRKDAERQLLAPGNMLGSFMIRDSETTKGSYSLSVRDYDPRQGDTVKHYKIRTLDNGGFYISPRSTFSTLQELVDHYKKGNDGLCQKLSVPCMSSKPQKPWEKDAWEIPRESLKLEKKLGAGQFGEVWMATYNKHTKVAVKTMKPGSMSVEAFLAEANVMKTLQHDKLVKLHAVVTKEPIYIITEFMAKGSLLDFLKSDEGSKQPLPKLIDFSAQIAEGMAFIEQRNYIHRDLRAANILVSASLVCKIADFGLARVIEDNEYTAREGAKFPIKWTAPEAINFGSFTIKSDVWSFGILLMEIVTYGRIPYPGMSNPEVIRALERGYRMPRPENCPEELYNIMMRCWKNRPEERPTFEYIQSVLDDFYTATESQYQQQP
14-3-3 Bad PPI – disrupts binding of bovine 14-3-3 zeta to phospho-Bad peptide | P63103 | TR-FRET 14-3-3zeta/Dy647-pBad peptide displacement, 1 h | inhibition, % at 21.7 µM | actives 0.71% (n = 220,000) | AID 781;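 active means inhibition above about 70%, limit read from the data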;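 further: 0% = full 14-3-3 plus peptide FRET controls and 100% = background without 14-3-3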
Target sequence (P63103 whole entry, looked up): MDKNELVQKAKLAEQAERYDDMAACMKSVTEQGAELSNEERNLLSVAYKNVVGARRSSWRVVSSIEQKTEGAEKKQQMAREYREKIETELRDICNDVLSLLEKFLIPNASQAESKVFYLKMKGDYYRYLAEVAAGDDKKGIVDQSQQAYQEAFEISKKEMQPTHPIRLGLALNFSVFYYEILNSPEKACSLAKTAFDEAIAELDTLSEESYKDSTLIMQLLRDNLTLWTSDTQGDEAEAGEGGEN
thrombin 1536 – thrombin (human) inhibition; alpha-thrombin, Boc-VPR-AMC fluorogenic substrate cleavage; inhibition, % at 5 µM; actives 0.26% (n = 220,000);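 active means inhibition at or above 40%; inactive means inhibition below 40%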;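 further: 0% = enzyme with no compound and 100% = wells without enzyme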
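System – human alpha-thrombin protein · Reagent – Boc-VPR-AMC substrate, 15 µM final · Compound – 5 µM single dose in 0.2% DMSO · Schedule – reaction at room temperature · Technique – AMC fluorescence at 355 nm excitation and 460 nm emission · Read-out basis – % inhibition relative to enzyme controls and enzyme-free blanks · Control set – no-compound enzyme wells and no-enzyme blanks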
Wee1 degr inh – human Wee1 degradation inhibition, primary screen; P30291; HeLa Luc-Wee1K328M stability, luciferase luminescence; 100% = proteasome inhibitor MG132 effect; reporter increase, % at 5 µM; actives 1.2% (n = 220,000);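 active means activation above the mean of all tested compounds plus 3 SD, set per screening run, cut at about 8.8% in these data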;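 further: cells exposed to compound for 20 h before luminescence read; 0% = DMSO alone and 100% = MG132 at 30 µM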
FXIIa inh – factor XIIa (human) inhibition; P00748; purified FXIIa, Boc-QGR-AMC fluorogenic substrate, 2 h; inhibition, % at 5 µM; actives 0.3% (n = 220,000); in the data active means inhibition above about 40%;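 further: 0% = enzyme with no compound and 100% = blank without enzyme; many of its hits are not listed in these tables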
Runt-SMMHC FRET – blocks binding of human RUNX1 Runt domain to CBFb-SMMHC; Q01196+Q13951; AID 1434; inhibition, % at 20 µM; Cerulean-Runt/Venus-CBFb-SMMHC FRET ratio 530/480, 1 h; actives 0.74% (n = 220,000);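 active means mean inhibition across duplicate retests at 20 µM reaching about 50%, limit read from the data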;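 further: 0% = DMSO wells and 100% = wells with excess untagged CBFb-SMMHC; inhibitors lower the FRET ratio by blocking Runt binding to CBFb-SMMHC; some results filed as inactive read as strong as hits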
hK5 inh – blocks human kallikrein 5 protease activity; Q9Y337; recombinant hK5, fluorogenic AMC substrate cleavage; inhibition, % at 5 µM; actives 0.59% (n = 210,000);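 active means inhibition of 40% or more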;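 further: 0% = enzyme controls without compound and 100% = no-enzyme blanks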
Target sequence (Q9Y337 67-293 limits assumed): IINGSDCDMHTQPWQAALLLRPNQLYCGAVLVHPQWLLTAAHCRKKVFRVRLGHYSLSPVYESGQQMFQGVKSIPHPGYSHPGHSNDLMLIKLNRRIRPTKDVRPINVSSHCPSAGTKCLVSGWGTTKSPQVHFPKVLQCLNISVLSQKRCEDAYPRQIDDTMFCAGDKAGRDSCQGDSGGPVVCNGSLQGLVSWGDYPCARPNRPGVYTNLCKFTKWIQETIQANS
Numbers without * were called inactive; / = not tested or not shown; [ ] = another dose, or the depositor's remark.

Compound	thrombin 1536	Runt-CBFb FRET	FXIIa inh	Runt-SMMHC FRET	Wee1 degr inh	14-3-3 Bad PPI	hK5 inh	Hck-Nef inh	FXIa inh
CCCN(C(=O)C(=O)Nc1ccc2nc3n(c(=O)c2c1)CCCCC3)c1ccc(OCC)cc1	-9	3	1	0	-4	-3	-2	-11	-5
CC1CN/C(=C\C(=O)c2ccc(Br)cc2)C(=O)N1 (stereo not given)	-5	-1	5	-6	5	-6[fluorescence artefact?]	-8	4	0
COc1ccc(C(=O)CC(=O)C(=O)Nc2cc(Cl)c(OC)cc2OC)cc1	-2	-3	7	-4	0	9	2	-19	-2
C=CCN(CC=C)CCOc1cc(C)ccc1[N+](=O)[O-]	5	0	9	2	5	29	-1	4	0
CCOC(=O)c1c(CSc2ccccc2)n(C)c2ccc(O)c(CN3CCOCC3)c12	-3	0	8	2	0	-3	1	10	-2
Cn1cc(CNC(=O)C2c3ccccc3Oc3ccccc32)cn1	-2	-2	10	-8	1	1	-17	2	2
Cc1cc(N)n(-c2ccc(Cl)cc2)n1	-2	0	3	0	1	-7	-5	0	-3
O=[N+]([O-])c1ccccc1O[C@@H]1O[C@H](CO)[C@H](O)[C@H](O)[C@H]1O	-4	-1	1	2	3	-1	-2	19	-1
CCSc1nnc(NC(=O)NC(CC)(C(F)(F)F)C(F)(F)F)s1	2	-6	23	-1	0	-2	-5	0	18
Cc1cc(=O)oc2c1c(C)nn2-c1ccc(Br)cc1	-9	-3	5	-4	-1	6	-1	25	-4
CCOc1ccccc1N(CC(=O)Nc1ccc(S(=O)(=O)N2CCOCC2)cc1)S(=O)(=O)c1ccc(Cl)cc1	4	-4	11	0	-3	-14	-2	3	3
CC(C)CC(=O)OC1C(N2CCOCC2)c2c(ccc(/C=C/C(=O)N3CCOCC3)c2O)OC1(C)C (stereo not given)	-5	-3	3	-10	-1	3	-18	-2	-7
COc1ccccc1CN1C[C@@H]2C[C@@H](c3cccc(C)c3)N3CCC[C@@]23C1=O	-4	0	7	-1	1	-5	/	2	-3
CCOC(=O)c1c2ccc(OCC(=O)N/N=C/c3ccc(Cl)cc3)cc2n2ccccc12	1	/	11	-62	-3	31	-8	13	0
N#CCCN(Cc1ccncc1)C(=S)NC1CC2C=CC1C2 (stereo not given)	-3	-1	2	-6	2	-1	-10	4	-12
Cc1cccc(-n2c(O)c(C=Nc3ccc4c(c3)OCO4)c3ccccc3c2=O)n1	-4	-268	0	-45	2	10	-17	-2	1
COc1ccc(NS(=O)(=O)c2cccc(C(=O)N/N=C/c3cn(-c4ccccc4)nc3-c3ccccc3)c2)cc1	2	-7	13	-1	0	-3	2	26	0
O=C(CSc1nc2ccsc2c(=O)n1Cc1ccc(C(=O)O)cc1)NCC1CCCO1 (stereo not given)	1	0	18	-3	1	0	-4	7	11
Cc1cccc(N2N=C(C(=O)Nc3nc(C)cs3)CCC2=O)c1	4	1	2	0	-2	-7	-1	14	-3
O=S(=O)(N1CCOCC1)n1nnc2ccccc21	-6	-1	6	7	-3	-1	-10	1	0
CN1C(C(=O)NCc2ccccc2)CC2Cn3c(nc4ccccc43)C21 (stereo not given)	-6	1	4	2	/	-1	-1	29	0
CCN(CC)c1ccc(C(=O)OCC(=O)Nc2cc3oc4ccccc4c3cc2OC)cc1	-8	3	2	3	-3	36[fluorescence artefact?]	-7	18	-3
N/C(Cc1cccs1)=N\OC(=O)COc1ccc(Br)cc1	-1	-1	18	-4	1	-8	-14	1	1
CCc1cccc(NC(=O)c2snc3c(=O)[nH]cnc23)c1	-4	-1	6	-3	-2	-6	-9	-1	0
O=C(NC1CCCCC1)c1ccc(CNc2ccccc2)o1	-8	1	12	-3	1	-15	-21	1	1
COc1cccc(NC(=O)CNC(=O)c2ccccc2)c1	-10	0	0	2	-1	-2[fluorescence artefact?]	-15	-10	-4
CCOc1ccc(-n2c(N)c(-c3nc4ccccc4[nH]3)sc2=S)cc1	-1	4	4	-9	-1	10	-154	-2	1
CCOc1ccccc1NC(=O)CC1Nc2cc(C)c(C)cc2NC1=O (stereo not given)	2	-5	17	-9	4	-16	-21	0	8
CCOc1cc(NC(=S)NCCCN2CCOCC2)c(OCC)cc1NC(=O)C1CCCCC1	-10	0	7	3	0	5	-3	38	-6
COC(=O)C(C(=O)Nc1ccccc1C)C1CCCCCC1 (stereo not given)	0	-2	10	0	3	3	/	5	3
CCOCCOC(=O)COc1ccc2c(-c3ccccc3)cc(=O)oc2c1	-4	-2	7	4	3	2[fluorescence artefact?]	-10	6	5
Fc1ccccc1/C=N/n1c(-c2cccnc2)n[nH]c1=S	-8	12	3	7	1	0	-6	-2	-2
CCCc1nnc(NC(=O)CN2CCOCC2)s1	4	-4	10	2	0	66	3	3	3
O=C(CCc1ccc(S(=O)(=O)NCc2ccccc2)cc1)NCc1cccnc1	-5	0	10	-1	-4	-1[fluorescence artefact?]	-17	1	5
CC(C)c1ccc(NC(=O)c2sccc2-n2cccc2)cc1	1	-4	0	-6	0	-11	-1	18	-4
CC(=O)Nc1cccc(NC(=O)c2c(-c3ccccc3)noc2C)c1	5	0	16	4	-3	-7[fluorescence artefact?]	-23	2	3
CC(C)Cc1ccc(C(C)C(=O)Nc2ncccn2)cc1 (stereo not given)	1	-1	-2	-4	1	0	-20	5	-5
Cc1ccc(/C=C/C(=O)Nn2cnnc2)cc1	-4	2	-2	-4	4	5	-2	8	-3
CNC(=S)NNC(=O)c1ccccc1F	-8	0	10	-2	1	-10	-5	21	-1
CCCNc1c(N)n(-c2ccccc2)c(=O)[nH]c1=O	-22	2	-5	1	1	5	3	2	-4
CCOc1ccc(NC(=S)Nc2ccc(Br)cc2Cl)cc1	-6	2	4	-2	-3	-15	-6	1	-6
COc1ccc2c(c1)CCC(C)N2C(=O)C(=O)c1c[nH]c2ccccc12 (stereo not given)	1	2	10	2	1	-5	4	22	2
O=C1NCCN1Cc1ccccc1	4	0	9	3	-3	-5	4	0	3
CC1(CC(=O)N/N=C/c2ccc(-c3ccc(Cl)cc3)o2)OCCO1	17	1	5	-1	0	2[fluorescence artefact?]	-3	2	-1
Cc1cccc(-n2nc3c(c2NC(=O)c2ccc(Br)o2)CSC3)c1	6	-4	12	-6	0	7	-9	0	3
Cc1ccccc1-c1cnn(-c2cccc([N+](=O)[O-])c2)c1N	3	-1	14	-3	4	-2	7	13	3
O=C(CSc1nc2ccccc2[nH]1)Nc1c(F)c(F)c(F)c(F)c1F	-7	-1	8	-5	-2	-11	8	19	-1
COc1ccc2oc(=O)c(-c3nnc(N)s3)cc2c1	-1	-114	5	72	7	-6	-2	-5	3
COc1ccc(-c2c(C(C)=O)c(C)nc3sc4c(=O)n(-c5ccc(C)cc5)nnc4c23)cc1	6	-2	18	1	-3	81*	5	-1	2
O=c1c2nnn(Cc3ccc(Cl)cc3)c2ncn1Cc1ccc(F)cc1	35	-1	25	55	-1	-5	12	12	11
COC(=O)COc1ccc(NS(=O)(=O)c2cccc([N+](=O)[O-])c2)cc1	2	3	9	1	6	1	-1	4	-2
Cn1c(=O)oc2cc(S(=O)(=O)N3CCN(c4ccccc4)CC3)ccc21	-4	-2	9	-4	-4	4	2	0	-18
Cc1cccc(SCC(=O)Nc2ccccc2[N+](=O)[O-])c1	-6	0	3	-5	3	-5	/	11	-1
O=C(NCc1ccco1)c1ccc(Cn2cc([N+](=O)[O-])cn2)o1	-2	0	15	-2	-1	6	-3	5	6
O=C(COC(=O)/C=C/c1cccc(C(F)(F)F)c1)Nc1cccc2ccccc12	-10	7	6	3	-2	-7	-17	-2	-2
COCCn1c(-c2ccc(OC)cc2)cnc1SCC(=O)Nc1cccc2ccccc12	3	-3	14	-11	-3	-8	6	-2	5

Exported with values under each structure: two of the compounds above.
Results follow in this order: thrombin 1536	Runt-CBFb FRET	FXIIa inh	Runt-SMMHC FRET	Wee1 degr inh	14-3-3 Bad PPI	hK5 inh	Hck-Nef inh	FXIa inh
- Cc1ccc(/C=C/C(=O)Nn2cnnc2)cc1
  -4	2	-2	-4	4	5	-2	8	-3
- CNC(=S)NNC(=O)c1ccccc1F
  -8	0	10	-2	1	-10	-5	21	-1

Following part:
Compound	thrombin 1536	Runt-CBFb FRET	FXIIa inh	Runt-SMMHC FRET	Wee1 degr inh	14-3-3 Bad PPI	hK5 inh	Hck-Nef inh	FXIa inh
CC1=C(C(=O)OCc2ccccc2)C(c2ccco2)n2ncnc2N1 (stereo not given)	7	-1	4	2	5	7[fluorescence artefact?]	1	-3	-2
Cn1c(SCC(=O)NCc2ccccc2)nnc1C1CC1	1	-2	8	-1	-1	/	-5	-2	4
CCCCSc1nnc2c(n1)[nH]c1ccccc12	-6	2	-2	4	0	28	-3	4	-7
O=C(NC(=S)NCc1nc2ccccc2[nH]1)c1ccc(F)cc1	-2	0	-2	1	3	-14	-6	17	-2
COC(=O)Cn1c(=NC(=O)CN2C(=O)CCC2=O)sc2cc(S(N)(=O)=O)ccc21	-2	-1	8	0	-2	-13	-12	2	5
CCOC(=O)c1ccc(NC(=S)NCC(O)c2ccccc2)cc1 (stereo not given)	-1	-3	6	0	0	-10	-1	5	0
Cn1nc(C(C)(C)C)cc1C(=O)NNC(=O)c1ccccc1Cl	2	-1	8	0	-1	2	7	-1	9
Cc1cc(NS(=O)(=O)c2ccc(NC(=S)NCc3ccccc3)cc2)no1	-2	0	4	-1	-1	-2	-10	2	-6
O=C(c1cccc(COCC(F)(F)C(F)F)c1)N1CCN(c2ccccc2)CC1	-6	-4	1	-2	0	11	-17	-7	-1
CS(=O)(=O)N(CCc1ccccc1)CC(=O)Nc1ccc2c(c1)OCO2	11	2	10	-4	-4	-1	5	7	-4
O=Cc1sc(=O)n(Cc2cccc(C(=O)O)c2)c1Cl	-1	33	6	8	2	-6	0	14	0
Cc1nc(SCC(=O)c2ccc(F)c(F)c2)[nH]c(=O)c1Oc1ccc(F)cc1	-4	0	7	-7	3	-7	1	12	4
O=C(CCCn1c(SCC(=O)c2ccc(F)cc2)nc2ccccc2c1=O)NCc1ccco1	3	-4	9	-4	-2	32	0	1	0
O=C(O)CC1(Cc2nc(-c3cccs3)no2)CCCC1	-3	3	14	2	-1	6	1	15	1
COc1ccc(N2C(=O)CCC(C(=O)NCCN3CCOCC3)C2c2ccc(OC)c(OC)c2)cc1 (stereo not given)	1	1	16	2	-3	-2	6	-14	2
C=CCOc1c2ccc(C(=O)N(CC)c3ccc(OC)cc3)cc2nn1C	-1	0	11	5	-4	/	-22	-1	-2
CCN(CC)S(=O)(=O)c1cccc(-c2nnc(SCC(N)=O)n2N)c1	-1	0	4	-5	-3	5	6	21	-2
COc1ccc(N2C(=O)c3ccccc3NC2c2ccc(OC)c(CN3CCOCC3)c2)cc1 (stereo not given)	-7	1	-1	4	2	-3	-2	18	-5
COC(=O)c1sc(C(C)(C)C)cc1CS(=O)(=O)c1ccc(Cl)cc1	-3	-1	10	3	-2	2	1	9	3
